Compound activity deposited in PubChem by National Center for Advancing Translational Sciences (NCATS).
PKM2 act – activators of human pyruvate kinase M2. AID 1631. purified PKM2, Kinase-Glo ATP luminescence, activation; response scale: 0% is enzyme alone, no compound. Potency, µM (highest dose often 57.5 µM), inactives show at the top dose activation, usual class: activators. P14618. actives 0.34% (n = 260,000); note: potency is the fitted concentration of half-maximal effect; nearly all actives have a fitted effect of over 55% in size
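ATP formation by purified human PK-M2, quantified via coupled luciferase luminescence after 1 h at room temperature with 0.1 mM ADP and 0.5 mM PEP final.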
B2AR arrestin – agonists driving beta-arrestin recruitment to human beta2-adrenergic receptor. AID 492947. Potency, µM (titrated, usually from 46.1 µM), inactives show at the top dose activation, actives largely listed as activators. actives 0.02% (n = 330,000). beta-arrestin recruitment to beta2AR, cell-based reporter. P07550;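 note: potency is the fitted concentration of half-maximal effect; 0% = DMSO controls and full agonism = EC100 isoproterenol or metaproterenol; nearly all actives have a fitted effect of over 65% in size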
uPA surface inh – blocks generation of uPA at the cell surface; cell surface uPA generation assay, qHTS; Potency, µM (titrated, usually from 38.3 µM), for the others: at the highest dose activity change, negative = inhibition, actives largely listed as inhibitors; actives 0.31% (n = 330,000); AID 540303; active = well fitted inhibition curve with a large enough effect; inconclusive = small, poorly fitted or top-dose-only effect; inactive = no such curve, though single readings can be large or run the other way; tested in mouse RAW 264.7 cells; note: potency is the fitted concentration of half-maximal effect; nearly all actives have a fitted effect of over 55% in size
USP2a inh – blocks human ubiquitin-specific protease USP2a; USP2 core, Ub-CHOP2 coupled fluorogenic reporter, 485/531; Potency, µM (highest dose often 38.3 µM), for inactives: at the top dose activity change, negative = inhibition, most hits filed as inhibitors; O75604; actives 0.01% (n = 330,000); AID 463254;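 note: potency is the fitted concentration of half-maximal effect; plate controls were DMSO wells for no effect and full inhibition by NEM control for full effect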
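USP2 core (10nM final) preincubated 30min RT with compound in 20mM Tris-HCl pH 8.0, 2mM CaCl2, 2mM beta-mercaptoethanol, 0.05% CHAPS; 25nM Ub-CHOP2 plus 25nM reporter substrate added, fluorescence (Ex485/Em531) read after 60min.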
Giardia killer – Giardia lamblia killing; Giardia lamblia trophozoite viability; activity change, % at 7.66 µM, hits read low; actives 0.15% (n = 340,000); in the data active = activity change below about -80%; inconclusive = between about -30% and that limit;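 note: parasites exposed to compound for two days anaerobically before the ATP read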
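Trophozoite viability was measured as ATP-dependent luminescence, read 15-30 min after reagent addition. Before that, parasites at 100 cells/well were exposed to compounds for 48 h, anaerobically, at 37 deg C.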
Eya2 inh – Eya2 (human) phosphatase inhibition. Potency, µM (highest dose often 76.9 µM), for inactives: at the highest dose activity, negative = inhibition, usual class: inhibitors. recombinant Eya2, OMFP fluorescence dephosphorylation (OMFP is methylfluorescein phosphate). actives 0.006% (n = 330,000); note: potency is the fitted concentration of half-maximal effect
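Eya2 (0.2 uM) preincubated 10 min at ambient with compound, then OMFP substrate added at 50 uM; 10 min reaction in 50 mM HEPES pH 7.5, 50 mM NaCl, 5 uM MgCl2, 0.05% BSA, 1 mM DTT. Fluorescence read at Ex 485/Em 525 nm.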
BCR signal inh – chronic active BCR signaling inhibition. AID 493014. actives 0.05% (n = 340,000). Potency, µM (doses to about 46.1 µM), for the others: top-dose ratio change, negative = lower green/red ratio, usual class: inhibitors. ABC-DLBCL IkBa-CBG/CBR reporter, luminescence ratio, 4 h; active = well fitted inhibition curve with a large enough effect in the signal ratio, with a control signal flat, not every such curve was filed as active; inconclusive = small, poorly fitted or top-dose-only effect, or effect the other way, or a change in a side signal; the % refers to the signal ratio;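 note: potency is the fitted concentration of half-maximal effect; plate controls were basal doxycycline-induced cells for no effect and cells given 10 µM MG132 for full effect; MG132 reads +100%, hits lower the ratio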
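TMD8 human ABC-DLBCL cells with doxycycline-inducible IκBα–green luciferase fusion and unfused red luciferase, in 0.5% FBS medium; compounds up to 46 uM, 4 h at 37C. Green/red luminescence ratio, filter-overlap corrected, fitted to concentration-response curves.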
Coupling enz – coupling enzyme interference in Giardia aldolase counter-screen; actives 0.67% (n = 290,000); AID 2472; coupling enzyme system counterscreen, AmpLite Red fluorescence; activity change, negative = inhibition, % at 58.2 µM, hits read low; in the data active = activity change below about -30%
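Activity here indicates interference with the coupling reaction, not aldolase inhibition. Compounds at 57.5 uM final met coupling enzymes for 10 min at RT; substrate and AmpLite Red detection followed, with a 525/598 nm fluorescence read after 20 min.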
hERG WT inh – blocks the wildtype human KCNH2 potassium channel. Q12809. U2OS, BacMam KCNH2, thallium flux FluxOr; active compounds read low. activity change, % at 1.84 µM. actives 0.37% (n = 340,000). AID 720551;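 active = maximum activity change below -70%; inconclusive = maximum activity change between -70% and -50%; inactive = maximum activity change above -50%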
Target sequence (Q12809 whole entry, looked up): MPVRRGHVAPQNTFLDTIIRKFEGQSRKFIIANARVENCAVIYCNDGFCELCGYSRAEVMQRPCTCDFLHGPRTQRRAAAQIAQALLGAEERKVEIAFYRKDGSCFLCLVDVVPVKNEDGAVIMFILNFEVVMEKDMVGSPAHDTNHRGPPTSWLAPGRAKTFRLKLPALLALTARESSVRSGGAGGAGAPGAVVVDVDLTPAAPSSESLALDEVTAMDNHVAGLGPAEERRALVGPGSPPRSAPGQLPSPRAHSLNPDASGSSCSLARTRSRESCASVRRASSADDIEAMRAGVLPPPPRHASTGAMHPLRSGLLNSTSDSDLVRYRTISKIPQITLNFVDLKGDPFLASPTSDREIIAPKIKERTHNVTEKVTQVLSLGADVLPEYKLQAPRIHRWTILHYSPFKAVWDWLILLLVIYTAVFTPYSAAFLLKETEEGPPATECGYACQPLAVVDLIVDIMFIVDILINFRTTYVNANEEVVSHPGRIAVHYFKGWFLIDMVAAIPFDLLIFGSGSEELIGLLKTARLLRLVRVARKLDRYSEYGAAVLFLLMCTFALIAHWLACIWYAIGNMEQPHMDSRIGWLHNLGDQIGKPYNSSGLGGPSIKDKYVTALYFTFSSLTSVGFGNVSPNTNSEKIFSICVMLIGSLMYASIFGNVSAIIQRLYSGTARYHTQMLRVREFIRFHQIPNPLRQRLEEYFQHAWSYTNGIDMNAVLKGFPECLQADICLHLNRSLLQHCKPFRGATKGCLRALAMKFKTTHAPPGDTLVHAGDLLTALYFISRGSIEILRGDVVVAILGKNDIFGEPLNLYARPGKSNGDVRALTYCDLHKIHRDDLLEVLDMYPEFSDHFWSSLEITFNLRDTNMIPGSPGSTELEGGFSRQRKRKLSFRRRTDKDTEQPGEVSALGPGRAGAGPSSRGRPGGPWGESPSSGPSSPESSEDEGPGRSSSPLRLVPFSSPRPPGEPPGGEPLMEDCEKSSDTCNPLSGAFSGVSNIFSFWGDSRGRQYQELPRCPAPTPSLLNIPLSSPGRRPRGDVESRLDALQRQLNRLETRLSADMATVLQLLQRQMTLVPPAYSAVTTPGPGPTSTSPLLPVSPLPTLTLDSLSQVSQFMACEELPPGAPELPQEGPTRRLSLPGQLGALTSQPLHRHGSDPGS
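U2OS cells were transduced with wild-type KCNH2 virus (2.03 x 10^8 / mL) for 4 h at room temperature, then cultured overnight at 37 C. Thallium flux was read with FluxOr dye. Rate constants were normalized to DMSO controls.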
KCNH2 3.1 inh – KCNH2 3.1 (human) potassium channel inhibition; U2OS KCNH2 3.1, thallium flux FluxOr; active compounds read low; actives 0.95% (n = 340,000); activity change, % (tested at about 1.8 µM);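 active = maximum activity change below -70%; inconclusive = maximum activity change from -70% to -50%; inactive = maximum activity change above -50%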;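 note: thallium influx rate constant from kinetic fluorescence after stimulation buffer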
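FluxOr-based Tl+ influx in U2OS cells transduced with KCNH2 3.1 virus; rate constants normalized to DMSO controls.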
GALK inh – inhibitors of human galactokinase; AID 1868; Potency, µM (titrated, usually from 57.5 µM), without a hit: at the highest dose activity change, negative = inhibition, hits mostly inhibitors; P51570; Purified GALK, Kinase-Glo residual ATP luminescence; actives 0.007% (n = 270,000); note: potency is the fitted concentration of half-maximal effect
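5 nM enzyme, 35 uM ATP, 100 uM galactose, 20 mM HEPES pH8.0, 5 mM MgCl2; 1 h RT; residual ATP by Kinase-Glo Plus luminescence, qHTS format.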
An asterisk follows results filed as active; ? = inconclusive; nt = not tested or not shown; [ ] = remark or other dose. Unless noted, calls come from the whole dose curve; as a rule, active = well fitted curve in the direction sought with a large enough effect; inconclusive = small, poorly fitted or top-dose-only effect, or another doubt; inactive = no such curve, though single readings can be large; an effect the other way counts as inactive or inconclusive. Unless noted, % is set by controls: 0 for no effect and ±100 for the full control effect. This is a random part of the collection (roughly 2.4% active in at least one column).

structure,uPA surface inh,Eya2 inh,PKM2 act,USP2a inh,Giardia killer,GALK inh,hERG WT inh,KCNH2 3.1 inh,B2AR arrestin,Coupling enz,BCR signal inh
O=C(O)CCC(NC(=O)c1cncc(O)c1)C(=O)O (stereo not given),2%,-17%,4%,-1%,30,6%,2,-7,-0.2%,-1,1%
Cc1nnnn1/C(=C\c1ccccc1)C(=O)OCC(=O)N(C)C1CCS(=O)(=O)C1 (stereo not given),-3%,3%,1%,2%,5,-1%,0,-2,0.1%,0,?
COCCn1nnnc1C(c1cc2ccc(OC)cc2[nH]c1=O)N1CCc2ccccc2C1 (stereo not given),-1%,-7%,-8%,-3%,3,0%,15,18,-0.4%,-48*,-9%
C[C@H](NC(=O)c1nc[nH]c1C(=O)NCc1ccccc1)C(=O)OC(C)(C)C,13%,-25%,-7%,-6%,6,1%,nt,nt,-0.2%,-13,1%
CCOC(=O)N1CCC(NCCNC(=O)c2ccc(F)cc2)CC1,10%,12%,nt,1%,13,nt,nt,nt,0.0%,nt,-8%
O=C(COc1cc(Cl)ccc1Cl)Nc1nnc(C2CC2)s1,1%,15%,-2%,-1%,21,4%,20,5,-1.4%,nt,7%
CCN(CC)C(=O)Cn1cnc2sc(C(=O)N3CCN(c4ccc(OC)cc4)CC3)c(C)c2c1=O,4%,-16%,0%,1%,12,0%,2,11,0.0%,0,3%
O=C(NCCC(=O)N1CCCCC1)c1ccc(Br)cc1,1%,2%,2%,0%,38[activator],4%,-23,-1,-1.0%,nt,?
CC1(C)Cc2nc3[nH]c(=S)[nH]c(=O)c3cc2CO1,-1%,8%,6%,-2%,6,-1%,-13,0,-0.3%,-3,11%
O=C(Nc1ccnc(-c2cccnc2)n1)c1ccc(F)cc1,nt,10%,-3%,0%,nt,0%,nt,nt,-0.3%,3,-3%
Cc1ccc(OCCn2cc(C#N)c3ccccc32)cc1,-2%,-8%,-3%,0%,4,0%,-8,2,3.2%,2,-12%
C=CCn1c(Sc2ccccc2)nc2c1c(=O)[nH]c(=O)n2C,-2%,-22%,?,-2%,-9,-4%,-6,0,-0.7%,1,-8%
COc1ccc(F)cc1S(=O)(=O)Nc1cccc(C(=O)O)c1,2%,2%,-1%,4%,4,nt,-3,3,-0.4%,8,0%
CC(C)NC(=O)CN(C(=O)CCC(=O)Nc1nccs1)c1ccc(C(C)C)cc1,?,0%,3%[11.5 µM],0%,6,-2%,-2,-12,-3.8%,-2,-2%
O=C(O)c1ccccc1-c1ccccc1C(=O)NNc1ccc([N+](=O)[O-])cc1,2%,7%,-13%,-12%,0,nt,-5,-4,-0.9%,7,-3%
CC1=C(C(N)=O)C(c2ccccn2)n2nc(SCc3ccccc3Cl)nc2N1 (stereo not given),0%,-7%,-1%,-2%,1,-1%,3,-5,0.6%,0,-8%
CN(C)CCCNS(=O)(=O)c1ccc(N2CCC(c3ccc(Cl)cc3)=N2)cc1,nt,-17%,-5%,0%,nt,0%,nt,nt,-0.2%,1,-2%
Cc1cc(=O)n2c(n1)NC(Nc1cccc(C)c1C)=NC2c1ccc(F)cc1 (stereo not given),3%,2%,12%,8%,2,-1%,-5,23,-0.8%,0,?
Cc1ccc2nc(SCc3cccc([N+](=O)[O-])c3)nc(C)c2c1,5%,12%,-6%,2%,36[activator],2%,-4,-12,-1.1%,-8,?
CCc1cc(=O)oc2cc(C)cc(OCC(=O)NCC(O)c3ccccc3)c12 (stereo not given),6%,1%,-9%[0.46 µM],1%,-1,-3%,0,-8,-1.0%,0,0%
COc1ccc(CCNC(=O)Cn2nc(C)n3nc(-c4ccccc4)cc3c2=O)cc1OC,-1%,1%,nt,4%,0,-5%,-3,-31,0.0%,nt,1%
S=c1[nH]ncn1/N=C/c1ccc(N2CCOCC2)cc1,-6%,8%,-17%,4%,-4,3%,1,1,-0.4%,1,?
Cc1cc2nc3c(nc2cc1C)CCCC3,-7%,3%,nt,-1%,-24,-2%,-5,2,-0.7%,1,?
Cc1ccc(OC(C)C(=O)Nc2ccc(F)cc2)c([N+](=O)[O-])n1 (stereo not given),-3%,17%,nt,-3%,?,nt,18,17,0.3%,nt,-11%
Cc1ccc(-c2c(C)n([O-])c3c([n+]2=O)CCCCC3)cc1,0%,-2%,6%,2%,-13,nt,0,-17,-1.3%,-1,1%
CCCC(=O)Nc1nc(CC(=O)OCC)cs1,-3%,-8%,7%,0%,-17,-1%,4,9,-0.2%,-2,2%
O=C(Cc1ccc(-n2c(=O)c3ccccc3n(Cc3cccc([N+](=O)[O-])c3)c2=O)cc1)NCC1CCCO1 (stereo not given),nt,-14%,-3%,4%,nt,-3%,nt,nt,-1.0%,1,?
CCCc1cc(C(=O)Nc2ccc(Cl)cn2)cs1,-2%,-14%,-15%,2%,-20,6%,-1,-1,0.2%,-5,?
O=[N+]([O-])C1C(c2ccccc2)=NOC1c1ccccc1O (stereo not given),16%,12%,3%,2%,-28,-5%,-6,-16,0.3%,-2,?
C=CCOc1ccc(/C=N/NC(=O)C(=O)Nc2ccccn2)cc1OC,-2%,0%,-3%,0%,0,-3%,8,-4,-2.3%,3,4%
CC1CCN(C(=O)CSc2nc3c(cnn3-c3ccc(Cl)cc3)c(=O)[nH]2)CC1,9%,0%,6%,3%,10,-4%,-1,-5,-0.3%,3,3%
COc1ccc(C2C(C#N)=C(/N=C/N3CCN(C)CC3)OC3=C2C(=O)CC(C)(C)C3)cc1OC (stereo not given),2%,-15%,-9%,0%,-2,0%,-3,4,-0.2%,0,?
CCOC(=O)N1CCN(C(=O)c2ccccc2NC(=O)c2ccc(C(C)(C)C)cc2)CC1,2%,8%,0%,-1%,5,1%,-4,-14,0.0%,0,-7%
COc1ccc(OC)c(NC(=O)CS(=O)(=O)Cc2nc(-c3ccccc3C)oc2C)c1,4%,-20%,?,2%,3,0%,-5,20,-0.3%,-5,8%
Cc1ccc(S(=O)(=O)N=C2SCCCS2)cc1,-6%,3%,7%,0%,-16,7%,0,-5,-0.3%,5,-1%
CC(C)CCNC(=O)c1cc(-c2cccs2)nc2ccccc12,11%,-6%,nt,5%,11,-4%,-2,-10,-0.7%,-5,-1%
CCN1C(=O)[C@@H]2[C@@H](c3ccc(-c4ccccc4)cc3)N3CCCC[C@@]3(C(=O)OC)[C@@H]2C1=O,2%,-15%,nt,5%,27,nt,-9,-12,0.1%,nt,-14%
CC(=O)Nc1ccc(-c2nnc(SCc3ccccc3C#N)n2C)cc1,3%,-13%,-3%,0%,-17,-1%,5,-15,-0.2%,0,0%
CC1CCCC(NC(=O)c2ccc3c(c2)N(Cc2ccccc2)C(=O)CS3=O)C1C (stereo not given),-5%,-3%,6%,-1%,-6,0%,-3,-3,0.1%,2,5%
Cc1nnc(SCC(=O)c2ccccc2)n1Cc1ccccc1,6%,0%,-19%,6%,-6,5%,-4,-6,-0.1%,-3,-5%
O=C(Cc1ccccc1)Nc1ccccc1C(=O)N1CCCCCC1,-19%,7%,8%,4%,11,2%,11,2,-0.1%,4,4%
CCC(CC)c1nc(C#N)c(NCc2ccccc2)o1,-7%,-2%,5%,2%,6,1%,0,-32,0.3%,2,-8%
CC(C)CNC(=O)c1c(N)n(/N=C/c2cccnc2)c2nc3ccccc3nc12,nt,-7%,1%,1%,nt,0%,nt,nt,-0.3%,3,?
OCCC1CN(Cc2cccn2-c2ccccn2)CCN1C1CCCCC1 (stereo not given),-2%,-1%,-2%,1%,29,2%,15,4,-0.4%,1,-4%
Cc1ccc(Oc2nc(-c3ccccc3)ncc2S(=O)(=O)c2ccc(C)cc2)cc1,12%,-28%,9%,1%,3,-2%,-3,-4,-1.0%,0,-5%
COC(=O)c1nn(-c2cccc(Cl)c2)ccc1=O,-2%,-3%,-11%,1%,4,3%,2,39,-0.1%,0,3%
COc1cccc(CNC(=O)CCNC(=O)C2CCN(S(=O)(=O)c3ccc(F)cc3)CC2)c1,0%,-3%,nt,3%,-6,4%,11,-23,0.1%,nt,-7%
CNC(=S)N/N=C/c1ccc(N2CCOCC2)s1,-30%,-4%,-7%,2%,-23,0%,0,10,?,-14,nt
COc1cccc(N2CC(C(=O)Nc3nnc(SCC(=O)N4CCCC4)s3)CC2=O)c1 (stereo not given),-3%,-7%,nt,5%,-4,-3%,3,nt,0.1%,nt,-6%
C/C(=N\NC(=O)CN1CCN(S(=O)(=O)c2ccc(C)cc2)CC1)c1cccnc1,-2%,-6%,-1%,1%,7,0%,-5,-5,0.3%,-4,0%
COc1ccc(N2CCc3c(C)nc4c(OC)cccc4c32)cc1,-18%,-9%,15%,0%,5,0%,0,-3,-1.0%,0,3%
